core dimer inh: blocks dimerization of HCV core protein; TR-FRET GST/Flag-core106 dimerization, 1536-well; inhibition, % at 5 µM; 300,000 tested, 0.33% active;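 active = inhibition above the mean of all tested compounds plus 3 SD, set per screening campaign, cut at about 45% in these data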
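Assay system: tagged HCV core106 pair (GST and Flag); medium: KF-containing HEPES buffer, pH 7.45, DTT, CHAPS, BSA; also added: Eu donor and XL665 acceptor anti-tag antibodies; dosing: 5 µM single dose; timing: compound-protein-antibody incubation 4 h at 22.5 °C; signal: TR-FRET 671 and 617 nm emission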
CTSL1 counter: cathepsin L1 inhibition, PFM18AAP counter-screen. 300,000 tested, 0.49% active. inhibition, % at 5.96 µM. recombinant F. hepatica cathepsin L1, Z-Leu-Arg-MCA fluorescence;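 active = inhibition above the mean of all tested compounds plus 3 SD, set per screening campaign, cut at about 17% in these data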;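 note: 0% = plate median of test compound wells and 100% = 1 µM Z-Phe-Ala-diazomethylketone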
JMJD2C inh: human JMJD2C demethylase inhibition; GST-JMJD2C(1-420) H3K9me3 demethylation, DELFIA europium; Q9H3R0; 330,000 tested, 0.069% active; AID 2099; inhibition, % at 2.35 µM;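 active = more than half of a compound's replicate wells show inhibition beyond 50%, single wells judged on their own value; inconclusive = some, but no more than half, of replicates pass 50% inhibition; inactive = no replicate passes 50% inhibition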;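 note: signal counts dimethyl H3K9 product captured on neutravidin plate; 0% = median of DMSO wells and 100% = 0.3 times that DMSO median; strong numbers were not always called active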
Target sequence (Q9H3R0 1-420 limits assumed): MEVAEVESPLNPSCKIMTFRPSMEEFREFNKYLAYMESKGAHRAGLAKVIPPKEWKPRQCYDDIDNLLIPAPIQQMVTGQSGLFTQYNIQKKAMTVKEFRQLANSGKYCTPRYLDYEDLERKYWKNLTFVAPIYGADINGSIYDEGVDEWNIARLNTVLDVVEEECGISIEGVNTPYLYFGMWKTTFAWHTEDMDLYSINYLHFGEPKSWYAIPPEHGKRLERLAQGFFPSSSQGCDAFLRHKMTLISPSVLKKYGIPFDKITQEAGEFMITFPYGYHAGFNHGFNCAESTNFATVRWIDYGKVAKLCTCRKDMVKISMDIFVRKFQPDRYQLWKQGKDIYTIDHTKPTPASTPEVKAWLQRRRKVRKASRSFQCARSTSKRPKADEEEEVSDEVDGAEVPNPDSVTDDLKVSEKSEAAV
PREPL inh: inhibitors of human prolyl oligopeptidase-like enzyme PREPL; recombinant PREPL, fluorescence polarization activity-based probe; Q4J6C6; inhibition, % at 5.96 µM; 320,000 tested, 0.68% active; in the data active = inhibition above about 43%;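 note: 0% = enzyme with DMSO and 100% = wells lacking enzyme; many of its hits are not listed in these tables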
LYPLA2 inh: LYPLA2 (human) inhibition in PME1 counter-screen. inhibition, % at 5.9 µM. O95372. recombinant LYPLA2, FP-Rh probe fluorescence polarization. 320,000 tested, 0.38% active;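 active = inhibition above the screen-wide mean plus 3 SD, limit set per campaign, cut at about 26% in these data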;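 note: 0% = LYPLA2 with DMSO and 100% = wells lacking LYPLA2 enzyme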
Target sequence (O95372 whole entry, looked up): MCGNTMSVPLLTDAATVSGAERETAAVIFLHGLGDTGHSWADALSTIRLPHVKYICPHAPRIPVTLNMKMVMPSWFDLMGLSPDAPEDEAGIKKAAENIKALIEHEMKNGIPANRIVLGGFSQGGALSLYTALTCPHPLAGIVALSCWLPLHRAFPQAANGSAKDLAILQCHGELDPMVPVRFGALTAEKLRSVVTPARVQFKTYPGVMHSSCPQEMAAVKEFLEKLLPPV
PP5 primary: PP5 (human) phosphatase inhibition | 320,000 tested, 0.18% active | inhibition, % at 6.7 µM | AID 1987 | P53041 | purified PP5c, OMFP substrate fluorescence;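 active = inhibition above the campaign's mean inhibition across all tested compounds plus 3 SD, cut at about 9.5% in these data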;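 note: 0% = DMSO only and 100% = 100 µM cantharidin control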
PP1 inh: PP1-alpha (human) inhibition in PP5 counter-screen; inhibition, % at 6.7 µM; 320,000 tested, 0.9% active; AID 2235; P62136; purified PP1alpha, OMFP fluorescence;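 active = inhibition above the mean inhibition of all tested compounds plus 3 SD, computed separately for each screening campaign, cut at about 15% in these data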
Target sequence (P62136 whole entry, looked up): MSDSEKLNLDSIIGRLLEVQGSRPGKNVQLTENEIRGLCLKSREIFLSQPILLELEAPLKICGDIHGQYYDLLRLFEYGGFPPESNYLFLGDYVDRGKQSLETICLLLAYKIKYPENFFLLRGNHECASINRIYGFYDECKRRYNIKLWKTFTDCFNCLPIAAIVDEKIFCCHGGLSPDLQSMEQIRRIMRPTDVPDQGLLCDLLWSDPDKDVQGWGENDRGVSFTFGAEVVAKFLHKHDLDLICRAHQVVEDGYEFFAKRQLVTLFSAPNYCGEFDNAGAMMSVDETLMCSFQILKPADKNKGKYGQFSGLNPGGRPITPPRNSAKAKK
Efflux pump inh: antifungal efflux pump inhibition, Nile Red retention; inhibition, % at 10 µM; 330,000 tested, 0.44% active; S. cerevisiae Candida pump triplex;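 active = plate passing quality check with inhibition over a set limit, or well fluorescence over plate mean plus 4 SD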;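 note: Nile Red retained in pooled yeast measured as flow cytometry median fluorescence; 0% = buffer negative control and 100% = Enniatin B positive control; higher means more Nile Red kept so more efflux inhibition; some compounds called inactive have numbers as strong as hits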
TPT1 inhibitor: C. albicans TPT1 enzyme inhibition | recombinant caTPT1, FP RNA substrate dephosphorylation | inhibition, % at 5 µM | 300,000 tested, 0.81% active;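 active = inhibition above the mean of all tested compounds plus 3 SD, set per screening campaign, cut at about 24% in these data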;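 note: plate controls were DMSO alone for no effect and ferristatin control at 100 nM for full effect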
Numbers without * were called inactive; u = inconclusive; x = not tested or not shown.

SMILES	core dimer inh	CTSL1 counter	JMJD2C inh	PREPL inh	LYPLA2 inh	PP5 primary	PP1 inh	Efflux pump inh	TPT1 inhibitor
CC1CN(C(=O)COC(=O)c2cccc(NS(=O)(=O)c3ccccc3)c2)CC(C)O1 (stereo not given)	4	-4	-12	3	-6	-0.5	-2	0.1	2
Cc1cc(OCC(=O)NC2CCN(Cc3ccccc3)CC2)c2c(C)cc(=O)oc2c1	-3	2	63	-1	-1	-0.7	-2	0.1	0
COc1cc(/C=C/c2cc(C(=O)O)c3ccccc3n2)ccc1OC(F)F	2	-2	-4	0	1	2.3	0	-0.1	0
CCOC(=O)Cc1cc(=O)n(-c2nc3ccccc3s2)[nH]1	10	-3	3	6	13	0.3	44*	0.0	28*
COc1cc(-c2cc3nc4ccccc4n3c(N)c2C#N)cc(OC)c1OC	6	1	9	11	-4	-0.4	6	-0.2	-3
c1ccc2[nH]c(CSc3nc4ccccc4s3)nc2c1	5	-5	1	-17	0	4.6	-1	-0.1	2
Clc1ccccc1Cc1noc(CN2CCN3CCCC3C2)n1 (stereo not given)	0	5	13	5	4	1.1	-2	0.2	0
Cc1ccc(N=C2NC(=O)/C(=C\c3cccs3)S2)cc1C	19	5	2	8	-17	1.5	1	6.8*	-1
Cc1ccc2c(c1)C(O)(c1c(C)[nH]c3ccccc13)C(=O)N2 (stereo not given)	2	0	-4	-1	2	1.1	-6	-0.2	2
CCCC(O)(CCC)C(=O)NNc1ccccc1	-4	2	0	-1	10	-0.5	-3	0.0	-5
CN(C1CCCCC1)S(=O)(=O)c1cccc2nsnc12	-10	-3	6	0	5	1.5	-1	-0.1	-4
Cc1ccc(S(=O)(=O)N2CCC(C(=O)OCC(=O)N3CCCC(C)C3)CC2)cc1C (stereo not given)	4	-2	-3	-2	1	-2.3	-7	0.0	0
CCn1c(/C=N/NC(=O)c2ccc(OC)cc2)nc2ccccc21	-5	5	-4	9	7	-0.2	0	0.4	2
CCOC(=O)C1CCCN(/C=C2\SC(=S)N(CC)C2=O)C1 (stereo not given)	-1	-6	2	14	7	0.7	0	0.0	-6
N/C(=N\OC(=O)c1ccc2ccccc2c1)c1ccccn1	3	-2	-2	7	-4	1.5	1	0.0	-2
CC(OC(=O)c1cc[n+]([O-])cc1)C(=O)NCc1ccccc1 (stereo not given)	-2	-11	3	0	3	0.8	-4	-0.1	6
COc1cccc(-c2nnc(SCC(=O)N3CCCC3=O)n2-c2ccccc2)c1	7	-3	6	-13	-2	2.5	0	0.0	-1
O=C(CCCCCn1nnc2ccccc2c1=O)Nc1ccccc1Cl	-4	-4	-1	-1	1	2.0	0	0.1	0
COc1ccc(NC(=O)C#Cc2ccccc2)cc1	-1	-1	24	6	-5	0.3	-1	0.1	0
CCCCC(CC)C(=O)NCc1ccc(F)cc1 (stereo not given)	-10	4	1	18	8	-1.2	0	0.6	-5

Pulled by compound from the entries so far:
SMILES	core dimer inh	CTSL1 counter	JMJD2C inh	PREPL inh	LYPLA2 inh	PP5 primary	PP1 inh	Efflux pump inh	TPT1 inhibitor
COc1cc(-c2cc3nc4ccccc4n3c(N)c2C#N)cc(OC)c1OC	6	1	9	11	-4	-0.4	6	-0.2	-3
CCCC(O)(CCC)C(=O)NNc1ccccc1	-4	2	0	-1	10	-0.5	-3	0.0	-5

Shown with two lines to a compound: 15 of the compounds above.
Every second line gives: core dimer inh | CTSL1 counter | JMJD2C inh | PREPL inh | LYPLA2 inh | PP5 primary | PP1 inh | Efflux pump inh | TPT1 inhibitor
> c1ccc2[nH]c(CSc3nc4ccccc4s3)nc2c1
  5 | -5 | 1 | -17 | 0 | 4.6 | -1 | -0.1 | 2
> Clc1ccccc1Cc1noc(CN2CCN3CCCC3C2)n1 (stereo not given)
  0 | 5 | 13 | 5 | 4 | 1.1 | -2 | 0.2 | 0
> Cc1ccc(N=C2NC(=O)/C(=C\c3cccs3)S2)cc1C
  19 | 5 | 2 | 8 | -17 | 1.5 | 1 | 6.8* | -1
> Cc1ccc2c(c1)C(O)(c1c(C)[nH]c3ccccc13)C(=O)N2 (stereo not given)
  2 | 0 | -4 | -1 | 2 | 1.1 | -6 | -0.2 | 2
> CCCC(O)(CCC)C(=O)NNc1ccccc1
  -4 | 2 | 0 | -1 | 10 | -0.5 | -3 | 0.0 | -5
> CN(C1CCCCC1)S(=O)(=O)c1cccc2nsnc12
  -10 | -3 | 6 | 0 | 5 | 1.5 | -1 | -0.1 | -4
> Cc1ccc(S(=O)(=O)N2CCC(C(=O)OCC(=O)N3CCCC(C)C3)CC2)cc1C (stereo not given)
  4 | -2 | -3 | -2 | 1 | -2.3 | -7 | 0.0 | 0
> CCn1c(/C=N/NC(=O)c2ccc(OC)cc2)nc2ccccc21
  -5 | 5 | -4 | 9 | 7 | -0.2 | 0 | 0.4 | 2
> CCOC(=O)C1CCCN(/C=C2\SC(=S)N(CC)C2=O)C1 (stereo not given)
  -1 | -6 | 2 | 14 | 7 | 0.7 | 0 | 0.0 | -6
> N/C(=N\OC(=O)c1ccc2ccccc2c1)c1ccccn1
  3 | -2 | -2 | 7 | -4 | 1.5 | 1 | 0.0 | -2
> CC(OC(=O)c1cc[n+]([O-])cc1)C(=O)NCc1ccccc1 (stereo not given)
  -2 | -11 | 3 | 0 | 3 | 0.8 | -4 | -0.1 | 6
> COc1cccc(-c2nnc(SCC(=O)N3CCCC3=O)n2-c2ccccc2)c1
  7 | -3 | 6 | -13 | -2 | 2.5 | 0 | 0.0 | -1
> O=C(CCCCCn1nnc2ccccc2c1=O)Nc1ccccc1Cl
  -4 | -4 | -1 | -1 | 1 | 2.0 | 0 | 0.1 | 0
> COc1ccc(NC(=O)C#Cc2ccccc2)cc1
  -1 | -1 | 24 | 6 | -5 | 0.3 | -1 | 0.1 | 0
> CCCCC(CC)C(=O)NCc1ccc(F)cc1 (stereo not given)
  -10 | 4 | 1 | 18 | 8 | -1.2 | 0 | 0.6 | -5

(next part)
SMILES	core dimer inh	CTSL1 counter	JMJD2C inh	PREPL inh	LYPLA2 inh	PP5 primary	PP1 inh	Efflux pump inh	TPT1 inhibitor
O=C(CSc1nc2ccccc2c(=O)n1Cc1ccco1)N1CCCCCC1	6	-1	13	2	1	2.1	-1	0.0	-2
Cn1c(NC(=O)c2ccccc2F)c(-c2cccs2)c(=O)c2ccccc21	-4	16	-3	11	2	1.3	4	-0.1	-1
Cc1cc(C(=O)Nc2c[nH]c(=O)[nH]c2=O)ccc1[N+](=O)[O-]	-7	2	2	2	7	0.3	-3	-0.1	-2
CN(C(=O)C1CCCCC1)C1CCS(=O)(=O)C1 (stereo not given)	-5	0	-28	14	5	-1.2	-3	-0.1	0
COc1cc(C(=O)OC(C)CN2CCN(C)CC2)cc(OC)c1OC (stereo not given)	-7	-3	22	5	6	-0.8	0	0.0	-6
Cc1ccc(/C=N/Nc2nncn2N)cc1	8	-2	-2	1	2	0.5	-2	-0.1	-4
OCCN1CCN(CC(O)COc2ccc3ccccc3c2)CC1 (stereo not given)	-1	-2	-3	-23	8	2.0	1	-0.1	-1
c1ccc(-n2nnnc2NC2CCCCCC2)cc1	-17	0	17	16	4	3.1	0	-0.1	1
Cc1ccccc1NC(=S)Nc1ccc(Br)cc1	0	5	2	9	0	1.6	-5	0.2	1
CC(=O)c1ccc(OCC(C)C)c(CN2CCCCC2)c1	-20	2	7	-1	1	0.0	0	-0.2	-4
CCc1nnc(NC(=O)Cc2c[nH]c3ccccc23)s1	0	-1	-4	9	4	0.8	-3	0.2	1
Cc1c(C(=O)OCC(=O)NCc2ccco2)cccc1[N+](=O)[O-]	x	x	1	3	0	3.4	4	0.4	x
NNC(=O)CN1C(c2ccc(Br)cc2)=Nc2ccc(Br)cc2C1c1ccccc1 (stereo not given)	5	0	-3	-14	-21	1.1	10	1.0	0
COCCn1c(SCC(=O)N2CCOCC2)nnc1-c1ccncc1	-6	-2	-12	3	-8	1.7	-4	-0.1	-2
O=C(Cn1nnc2c(sc3nc4c(c(-c5ccccc5)c32)CCC4)c1=O)c1ccccc1	2	0	-11	3	-12	-0.5	-2	0.0	0
CCCN(CC(=O)Nc1ccccc1OC)C(=O)c1ccncc1	-4	-4	-2	9	4	1.0	2	0.1	1
CCOc1ccc(C(=O)N2CCCCCC2)cc1	-3	-1	7	1	2	0.8	1	0.0	4
COc1cc(S(=O)(=O)n2cnc(C)c2)ccc1Br	2	4	-27	1	6	2.9	-1	0.0	-4
O=C(/C=C/Nc1ccc(S(=O)(=O)Nc2ncccn2)cc1)c1ccc(Cl)c(Cl)c1	1	0	-13	4	-2	1.0	-1	0.0	4
C/C(CC(=O)NC1C2CC3CC(C2)CC1C3)=N\NC(=O)Cc1cccs1 (stereo not given)	4	5	7	11	6	-0.7	-2	-0.1	-2
Cc1c(Cl)ccc2sc(N3CCN(C(=O)C4=COCCO4)CC3)nc12	1	0	u	27	-2	1.7	-1	0.0	2
Cc1nnc(SCc2nc(N)nc(Nc3ccccc3)n2)s1	-8	1	-4	1	8	1.8	-1	0.0	-3
C/C=C(\C)C(=O)Nc1cccc(C2=NOC3(C2)C[C@@H](C(N)=O)N(C(=O)c2cc([N+](=O)[O-])cc([N+](=O)[O-])c2C)C3)c1 (stereo not given in full)	10	-2	-8	5	3	2.5	2	-0.1	-2
CCSc1nc(N)c(C#N)c(-c2ccco2)c1C#N	10	-5	25	-3	2	2.2	1	-0.2	-2
Cc1c(C(=O)NCC2CCCO2)oc2c(Cl)cccc12 (stereo not given)	7	-3	4	-16	-1	1.5	-9	-0.1	1
COC(=O)C1=C(C)N(c2ccccc2)/C(=C/c2cccs2)C1=O	0	4	10	4	0	-1.1	-3	0.1	1
CCCOc1ccc(C(O)(CCN2CCCCC2)c2ccccc2OC)cc1 (stereo not given)	-15	-5	-49	-3	5	2.2	-1	-0.2	0
COc1cc(CC(=O)NCc2ccccn2)cc(OC)c1OC	-4	-2	1	8	3	-0.4	0	-0.1	-2

Not all compounds are listed; the hit share may differ from the screen's.
